# MLLE-PAM2 inh = blocks PAM2 peptide binding to the PABP1 MLLE domain; P11940; GST-MLLE / FITC-PAM2 fluorescence polarization; inhibition, % at 20 µM; hit rate 0.36% among 360,000; in the data active = inhibition above about 35%, passing the limit was not always enough;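 also: plate controls were DMSO wells with GST-MLLE for no effect and wells lacking GST-MLLE protein for full effect; some results filed as inactive read as strong as hits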
# TbMetRS inhib = blocks T. brucei methionyl-tRNA synthetase activity; purified T. brucei MetRS, ATP depletion, Kinase-Glo luminescence; inhibition, % at 11.9 µM; hit rate 0.4% among 360,000;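 active = inhibition above a per-plate cutoff of the control wells' mean inhibition plus 3 SD, cut at about 5.5% in these data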;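 also: 0% = DMSO wells median and 100% = median of wells with control inhibitor compound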
#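 Measured by: Kinase-Glo luciferase luminescence reporting remaining unconsumed ATP. Material: purified T. brucei MetRS enzyme. Doses: 11.9 µM compound single dose, 0.9% DMSO. Medium: HEPES buffer containing pyrophosphatase, BSA, spermine, DTT. Times: 15 min preincubation, 2 h reaction, all 25 °C. Reagent: methionine, ATP and bulk E. coli tRNA.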
# CSN deneddyl inh = inhibitors of human CSN-mediated cullin deneddylation; hit rate 0.38% among 360,000; Purified CSN, SCF-Nedd8-OG deneddylation, fluorescence polarization; Q92905; inhibition, % at 12.5 µM;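 active = pattern-corrected inhibition above about 35%, with an unprinted fluorescence ratio check between 0.5 and 1.5, limit read from the data, passing the limit was not always enough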;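 also: 0% = enzyme with substrate and 100% = substrate without enzyme; some results filed as inactive read as strong as hits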
# Target sequence (Q92905 whole entry, looked up, one chain of several): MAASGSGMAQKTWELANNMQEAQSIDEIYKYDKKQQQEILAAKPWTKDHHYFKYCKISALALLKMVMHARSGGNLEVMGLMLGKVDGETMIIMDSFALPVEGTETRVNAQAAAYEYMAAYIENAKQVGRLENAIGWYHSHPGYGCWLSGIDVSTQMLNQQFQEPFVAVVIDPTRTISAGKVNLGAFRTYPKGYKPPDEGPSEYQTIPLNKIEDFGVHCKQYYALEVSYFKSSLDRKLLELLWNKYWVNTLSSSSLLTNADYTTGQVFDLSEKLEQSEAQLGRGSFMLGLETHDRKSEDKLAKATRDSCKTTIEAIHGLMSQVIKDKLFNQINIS
#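 Detection – fluorescence polarization · System – HEK293T-derived human Csn5 enzyme · Controls – substrate-only high control, full reaction low control · Timing – 90 min, room temperature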
# E coli Lon inh = inhibits E. coli Lon protease. P0A9M0. purified E. coli Lon protease, fluorescence polarization. inhibition, % at 7.94 µM. hit rate 0.42% among 360,000. AID 602123; in the data active = inhibition above about 13%, passing the limit was not always enough;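 also: 0% = enzyme with probe and DMSO and 100% = no enzyme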
# FAS TE block = FAS thioesterase (human) inhibition; P49327; recombinant FAS-TE, OMFH fluorogenic substrate, fluorescence endpoint; inhibition, % at 15 µM; hit rate 0.67% among 360,000; AID 602261;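 active = compounds whose normalised, plate-corrected inhibition of enzyme fluorescence in the single-dose primary screen is 50% or more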;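 also: 0% = DMSO with enzyme and 100% = substrate without enzyme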
# bovine MsrA act = activates bovine MsrA enzyme; purified bovine MsrA, absorbance read-out; activation, % at 10.6 µM; hit rate 0.3% among 360,000; AID 602163; in the data active = activation above about 7.5%;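 also: 0% = vehicle and 100% = reference activator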
# Rin1 Abl inh = blocks binding of human Rin1 to Abl | P00519+Q13671 | TR-FRET Rin1/Abl binding, biochemical | inhibition, % at 7.35 µM | hit rate 0.4% among 360,000; in the data active = inhibition above about 5%, passing the limit was not always enough
# Neddylation inh = inhibitors of human cullin neddylation | AID 651699 | hit rate 0.58% among 360,000 | calls only at 25 µM | TR-FRET cullin neddylation, biochemical; in the data active = inhibition above about 36%
# Target sequence (P61081 whole entry, looked up): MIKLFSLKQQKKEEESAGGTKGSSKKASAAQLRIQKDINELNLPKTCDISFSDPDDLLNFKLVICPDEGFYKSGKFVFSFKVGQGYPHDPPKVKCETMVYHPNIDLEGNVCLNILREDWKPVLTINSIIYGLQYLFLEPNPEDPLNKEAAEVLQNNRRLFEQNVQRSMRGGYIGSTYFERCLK
# Target sequence (Q13564 whole entry, looked up): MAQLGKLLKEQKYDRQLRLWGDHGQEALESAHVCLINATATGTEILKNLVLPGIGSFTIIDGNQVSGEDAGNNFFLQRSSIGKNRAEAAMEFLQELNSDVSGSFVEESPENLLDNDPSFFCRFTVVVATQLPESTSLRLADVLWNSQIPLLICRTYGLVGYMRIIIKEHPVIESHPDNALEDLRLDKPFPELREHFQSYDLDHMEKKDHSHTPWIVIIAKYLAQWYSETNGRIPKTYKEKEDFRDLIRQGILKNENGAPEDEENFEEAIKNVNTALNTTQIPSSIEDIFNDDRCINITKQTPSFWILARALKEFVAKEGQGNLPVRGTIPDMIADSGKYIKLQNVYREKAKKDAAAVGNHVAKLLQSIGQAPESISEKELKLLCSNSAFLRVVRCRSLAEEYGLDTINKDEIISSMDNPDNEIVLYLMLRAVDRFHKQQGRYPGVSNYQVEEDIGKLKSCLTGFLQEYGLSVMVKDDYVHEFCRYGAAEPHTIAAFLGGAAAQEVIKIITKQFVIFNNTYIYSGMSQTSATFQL
# MsrA inhibitor = bovine MsrA inhibition. inhibition, % at 15.5 µM. AID 651718. purified bovine MsrA, absorbance read-out. hit rate 0.75% among 360,000; in the data active = inhibition above about 4.5%;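 also: 0% = vehicle wells with enzyme and 100% = reference inhibitor wells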
# * hit, by the source's call; i = inactive; · = not tested or not shown.
SMILES,MLLE-PAM2 inh,TbMetRS inhib,CSN deneddyl inh,E coli Lon inh,FAS TE block,bovine MsrA act,Rin1 Abl inh,Neddylation inh,MsrA inhibitor
CC(C)C(=O)N1CCC1(C)C(=O)Nc1ccc(-n2cccc2)cc1 (centres undefined),9,-0.2,2,1,-6,-1,1,i,2.0
CC1CCN(CCNC(=S)Nc2ccc(Cl)cc2)CC1,-3,0.3,-6,0,-6,-1,2,i,0.5
CCCSc1nnc2nc(C)cc(C)n12,-7,-0.1,-2,-3,-4,1,-2,i,0.9
CCOC(=O)C1=C(C)NC(=O)NC1/C=C/c1ccccc1 (centres undefined),16,-0.5,3,1,-7,2,4,i,-0.9
CN(CC(=O)O)Cc1nc2ccccc2[nH]1,4,0.3,3,-4,-5,-2,0,i,-0.9
CC(=O)c1ccc(NC(=O)Cn2cnc(S(=O)(=O)N3CCCC3)c2)cc1,-1,-0.4,1,-5,1,1,0,i,·
CCOC(=O)C1CCCN(Cc2ccc3c(c2)OCO3)C1 (centres undefined),15,-0.3,1,-7,-7,-6,2,i,-0.3
CC1CCCN(S(=O)(=O)c2ccc3c(c2)c(=O)nc2ccc(Cl)cn23)C1 (centres undefined),-27,-0.2,1,0,11,0,3,·,0.3
Cc1cc(N2C(=O)C(O)=C(C(=O)c3ccco3)C2c2ccccc2F)no1 (centres undefined),11,-1.2,0,3,-3,-12,6,i,2.8
N#CC(=Cc1ccc(O)cc1)C(N)=C(C#N)C#N,-61,-0.2,10,-6,-6,-7,-21,i,3.4
CCCN(C(=O)Cn1ncc2c([nH]c3ccccc32)c1=O)c1ccccc1C,11,1.1,4,-13,-2,-3,3,i,0.3
CCCn1nnnc1NCc1ccc(N(C)C)cc1,-5,-0.1,-1,-14,-3,-1,3,i,1.2
CCN(CC)c1ncnc2c1nnn2C,3,-0.2,5,-13,-9,-2,1,i,0.2
O=c1cc(CSc2nnc3ccccn23)c2c(ccc3ccccc32)o1,-3,-1.5,-4,-11,-6,-6,1,i,0.6
CSCC[C@H](NC(=O)N1CCn2c1nc1ccccc12)C(=O)NC1CC1,-5,0.6,-2,-3,-3,-2,1,i,-0.3
CC(=O)Nc1sc2c(c1CN1CCCC1)CCCC2,-1,-0.3,0,-4,-5,0,1,i,0.5
COc1cccc(C(=O)NCCS(=O)(=O)NCc2ccccn2)c1,15,-0.3,1,-5,-7,-3,0,i,-0.4
COc1cc2c(cc1OC)C(C)N(C(=O)Cn1ncc3c1-c1cc(C)ccc1OC3)CC2 (centres undefined),9,-0.5,-1,5,2,-6,1,i,-0.5
COc1ccc(CCNC(=O)COc2ccc(-c3ccc(C#N)cc3)cc2)cc1,0,-0.5,-20,11,-11,-3,-3,i,-1.1
COC(=O)Cc1ccc(OC(=O)CCS(=O)(=O)c2ccc(Cl)cc2)cc1,-22,-0.5,-2,-2,4,-3,-1,i,-0.1

# An excerpt from above, limited to TbMetRS inhib, MsrA inhibitor and Rin1 Abl inh.
SMILES	TbMetRS inhib	MsrA inhibitor	Rin1 Abl inh
CCCn1nnnc1NCc1ccc(N(C)C)cc1	-0.1	1.2	3
CCCSc1nnc2nc(C)cc(C)n12	-0.1	0.9	-2

# Part of the list above in a different format.
smiles | MLLE-PAM2 inh | TbMetRS inhib | CSN deneddyl inh | E coli Lon inh | FAS TE block | bovine MsrA act | Rin1 Abl inh | Neddylation inh | MsrA inhibitor
CC(=O)Nc1sc2c(c1CN1CCCC1)CCCC2 | -1 | -0.3 | 0 | -4 | -5 | 0 | 1 | i | 0.5
COC(=O)Cc1ccc(OC(=O)CCS(=O)(=O)c2ccc(Cl)cc2)cc1 | -22 | -0.5 | -2 | -2 | 4 | -3 | -1 | i | -0.1

# (next part)
SMILES,MLLE-PAM2 inh,TbMetRS inhib,CSN deneddyl inh,E coli Lon inh,FAS TE block,bovine MsrA act,Rin1 Abl inh,Neddylation inh,MsrA inhibitor
O=C(COC(=O)c1ccccc1NCCO)NCCC1=CCCCC1,-14,-0.3,-2,-10,0,-2,1,·,1.9
O=C(CCNC(=O)c1ccccc1Cl)Nc1ccccc1N1CCCC1,-10,-0.3,7,-16,-5,-3,0,i,0.1
O=C(O)c1ccc(Oc2cc(Oc3ccc(C(=O)O)cc3)cc([N+](=O)[O-])c2)cc1,-8,0.0,1,-11,-3,-2,-1,i,0.5
CCCSc1nc(=O)n2cc(C)ccc2n1,-109,-0.4,-3,2,-8,-4,2,i,3.6
CC(C)OC(=O)c1nnn(-c2nonc2N)c1CN1CCCCCC1,3,-0.3,3,-6,-3,-1,-1,i,1.4
Cc1cc(C)c(S(=O)(=O)N2CCN(S(=O)(=O)N3CCC(C)CC3)CC2)c(C)c1,22,-0.4,-3,-3,6,-2,-1,i,-1.2
CC(=O)N(/N=C/c1cccc(C)c1)c1nc(-c2ccc(Br)cc2)cs1,-6,-0.5,4,9,-2,-5,2,i,-0.3
CCN(CC)C(=O)c1[nH]cnc1C(=O)Nc1ccccc1F,-4,-0.9,1,0,-8,-1,2,i,1.0
O=C(NC1CCCC1)C(c1cccnc1)N(C(=O)c1csnn1)C1CC1 (centres undefined),2,-0.5,-4,-1,-8,0,1,i,-1.8
Cc1ccc(-n2nc(C)c(=O)c(-c3ccccc3)c2NC(=O)c2cccs2)cc1,2,-0.6,3,-2,-4,-2,0,i,1.2
CCN(CC(=O)Nc1ccccc1OC)C(=O)CSCC(=O)Nc1cccc(C)c1,-1,-0.2,1,-3,-5,-2,1,i,-0.7
CCOC(=O)c1cc(CC)sc1NC(=O)Cc1ccccc1,22,0.1,6,-4,20,0,2,i,-0.5
COc1ccc(/C=N/NC(=O)c2cccnc2)cc1CN1CCc2ccccc2C1,-10,-0.3,4,-15,-1,1,-10,i,0.3
CS(=O)(=O)N1CCN(C(=O)c2cc(-c3cccnc3)nc3ccc(Br)cc23)CC1,8,0.1,-6,1,4,-4,-1,i,0.6
Cc1cc2c(cc1S(=O)(=O)Nc1cccc(C)c1C)OCC(=O)N2,-10,-0.1,-1,-6,-2,-3,-2,i,0.1
CN(C(=O)CC(NC(=O)c1ccccc1Cl)c1ccccc1)c1ccccc1 (centres undefined),2,-0.3,0,-2,-1,-1,-2,i,-0.6
CN(Cc1ccccc1)C(=O)C1CCN(S(=O)(=O)c2cc([N+](=O)[O-])ccc2Cl)CC1,2,-1.6,0,-9,28,-13,-1,i,-0.4
O=C(CC(c1ccccc1)c1ccccc1)NCCO,9,-0.9,-4,-5,-3,-2,-3,i,0.1
COc1cc2c(cc1N)-c1ccc(N)cc1C2=O,3,0.0,-1,-13,-6,-3,-41,i,3.5
O=C(CCC(=O)c1cccs1)NCc1ccncc1,-3,0.1,13,-5,-4,-1,2,i,-0.3
O=C(c1cc(-c2cccs2)on1)N1CCCc2ccccc21,4,-0.3,0,0,7,-4,0,i,-0.2
N#CCc1c(C#N)c(N)nc(N2CCN(c3ccc(F)cc3)CC2)c1C#N,-100,0.1,10,-34,14,-2,3,i,2.9
CCc1ccc(NC(=O)C2CCCN2S(=O)(=O)c2ccc3c(c2)C(C)(C)C(=O)N3C)cc1 (centres undefined),0,0.5,-4,-3,1,1,-3,i,1.0
CN(c1ccc(OCC(=O)N2CCOCC2)cc1)S(=O)(=O)c1ccc(Cl)cc1,-8,-1.0,1,4,0,-9,-4,i,-1.5
COc1ccc(NC(=O)C2(C)CCCN2C(=O)C(C)C)cc1OC (centres undefined),-13,0.0,-4,-7,-5,-1,2,i,0.4
Cc1ccc(-c2nnc(SCc3ccc(C#N)cc3)n2Cc2ccco2)cc1,-54,-0.2,-1,-3,-1,-2,2,i,0.3
CC(=O)c1cccc(NC(=O)CSc2nnc(-c3cccnc3)o2)c1,3,0.1,3,-6,-7,0,1,i,-0.1
CC1(C)CC(=O)C=C(c2ccccc2CO)C1=O,-7,0.0,0,-1,-4,-2,1,i,0.8
COc1ccc(CCNC(=O)COC(=O)c2sc(C)nc2C)cc1,4,-0.3,-2,-8,-7,-3,0,i,0.2
CCOc1ccc(N2C(=O)CC(SC(=NC)Nc3cccc(F)c3)C2=O)cc1 (centres undefined),8,-0.2,-2,3,7,1,0,i,-0.7
CCOc1ccc(C(=O)NCC(=O)Nc2cc(C)ccn2)cc1OCC,2,-0.2,15,-12,-5,-1,-3,i,-1.3
CCOc1ccc(CNc2nc3ccccc3n2CCN2CCOCC2)cc1,-6,1.0,0,-3,-7,-8,7,i,1.2
COc1ccc(C2C(C(C)=O)=C(O)C(=O)N2c2ccc(Br)cc2)cc1 (centres undefined),2,0.7,-1,-7,-3,-4,0,i,1.9
O=C(O)c1ccc(NS(=O)(=O)c2ccc(N3C(=O)CCC3=O)cc2)cc1,4,1.1,-2,-12,-7,-3,0,i,0.2
Cc1ccc(/C(N)=N/OC(=O)c2ccc(C)cc2Cl)cc1,-1,-0.5,-9,6,5,-5,-1,i,-0.1
O=C(NCC1CCCO1)c1cc2c([nH]c3ccccc32)c(-c2cccc(Cl)c2)n1 (centres undefined),2,-0.5,2,2,32,-1,-2,i,·
CN(C)CCCOC(=O)C1c2ccccc2Oc2ccccc21,4,0.2,0,2,-3,-1,-1,i,-0.8
COCCOC(=O)c1c(C)oc2ccc(OC(=O)c3cccs3)cc12,3,-0.5,5,-1,11,-2,-5,i,0.2
CCCN1CCN(C(=S)Nc2ccc(SC(F)F)cc2)CC1,-87,-0.7,0,-1,0,-10,3,i,-2.1
CSCCC(NC(N)=O)C(=O)N(C)CC(=O)Nc1ccc(C)cc1 (centres undefined),-10,0.5,-3,0,-2,-9,-3,i,-0.5

# Reprinted from the part before: 2 compounds, then new ones.
SMILES,MLLE-PAM2 inh,TbMetRS inhib,CSN deneddyl inh,E coli Lon inh,FAS TE block,bovine MsrA act,Rin1 Abl inh,Neddylation inh,MsrA inhibitor
CCCN1CCN(C(=S)Nc2ccc(SC(F)F)cc2)CC1,-87,-0.7,0,-1,0,-10,3,i,-2.1
CSCCC(NC(N)=O)C(=O)N(C)CC(=O)Nc1ccc(C)cc1 (centres undefined),-10,0.5,-3,0,-2,-9,-3,i,-0.5
COc1cc(C=C2C(=O)OC(c3ccccc3)OC2=O)cc(Br)c1O (centres undefined),7,-0.3,-2,10,-1,-3,-3,i,3.7
C=CCn1c(CCCOc2ccc(Cl)cc2Cl)nnc1SCC(=O)Nc1nccs1,-39,0.0,-4,4,-3,-1,-3,i,-2.3
NC(=O)C1CCN(C(=S)NC2CC3C=CC2C3)CC1 (centres undefined),-94,-0.5,0,7,-4,-1,-1,i,-0.3
CCCn1nnc(NC(=O)c2cccc(OCC)c2)n1,0,0.9,-4,-10,-4,1,1,i,0.1
Cc1c2cnn(CC(=O)NCCN3CCOCC3)c(=O)c2c(C)n1Cc1ccc(F)cc1,13,0.5,-1,-14,-10,0,0,i,1.6
Cc1ccc(-n2nc3c(c2NC(=O)CC(C)C)CS(=O)(=O)C3)cc1,-15,-0.2,2,-8,-2,-5,4,i,-0.4
COc1ccc(N2CCN(c3n[nH]c(N)n3)CC2)cc1,-13,-0.2,2,-1,-5,-2,-1,i,0.4
CCN(CC(=O)NCc1ccc(F)cc1)C(=O)COc1ccc(C)c(C)c1,-6,0.1,5,-9,-4,-3,-1,i,-2.0
COc1ccc(C/C(=N\OC(C)=O)c2ccc(OC)cc2)cc1,0,-0.8,-7,-10,7,-1,-1,i,·
O=C(Nc1ccc(N2CCOCC2)cc1)c1cccc(S(=O)(=O)N2CCCCCC2)c1,8,2.5,-4,-2,-11,0,0,i,0.1
CCCCOC(=O)/C(=C\c1ccc([N+](=O)[O-])o1)NC(=O)c1ccccc1,-3,-0.3,11,-5,5,-2,-2,i,0.2

# Screens deposited in PubChem BioAssay by several laboratories.

# Rows were taken by chance (roughly 4% active in at least one column).
